# sdo1 growth: sdo1-depleted yeast growth rescue. S. cerevisiae sdo1-depleted JHY4D growth rescue, OD600 30 h; active compounds read high; pdr5 snq2 efflux-pump mutant strain. z-score at 10 µM. 140,000 tested, 0.21% active. AID 817;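 active means z-score above 3 at both the 24 hr and the 30 hr optical density reads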;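 further: z-score against mean and SD of all compound wells on the same plate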
# Insulin prom inh: TRM-6 insulin promoter activity inhibition; TRM-6 cells (human fetal islet line), insulin promoter-eGFP reporter, imaging; reporter expression induced with tamoxifen; AID 1273; inhibition, % at 2 µM; 130,000 tested, 0.9% active;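 active means inhibition above the mean plus 3 SD, with well images judged a real hit on visual review, cut at about 60% in these data, passing the limit was not always enough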
# sdo1 growth Rescue 24 h: second read-out of sdo1 growth, no call of its own (marks repeat the call); z-score; S. cerevisiae sdo1-depleted JHY4D growth rescue, OD600; measured here: growth rescue at 24 h;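 0 is the plate mean of compound wells and units are plate SD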
# * hit, by the source's call; / = no result given. Only part of the results is shown, so the mix of outcomes need not match the whole.
SMILES,sdo1 growth,sdo1 growth Rescue 24 h,Insulin prom inh
CCc1nnc(NC(=O)NCN2C(=O)C3C4C=CC(C4)C3C2=O)s1 (stereo not given),0.71,0.1,-2.6
COCCOC(=O)C1=C(C)N(Cc2ccccc2)C(=O)NC1c1ccc(OC)cc1 (stereo not given),0.03,0.45,21.7
Cc1ccc2c(Cl)cc(Cl)c(OCc3c(C)noc3C)c2n1,-0.23,0.88,32.4
COC(=O)Nc1nc2ccc(-c3n[nH]c(=O)c4ccccc34)cc2[nH]1,1.07,0.55,-56.2
CS(=O)(=O)N1CCN(C(=O)c2c(F)cccc2F)CC1,-0.2,-0.56,19.1
O=C(NCc1ccc(Cl)cc1)c1ccc(Cl)cc1[N+](=O)[O-],-0.9,-1.27,-20.8
CCNC(=O)c1c(NC(=O)C2COc3ccccc3O2)sc2c1CCCC2 (stereo not given),-2.34,-1.79,-26.7
Cc1ccc(Cn2ncc3c(N4CCN(C5CCCC5)CC4)ncnc32)cc1,/,/,-27.3
CCCc1cc(C(=O)Nc2cccc(Cl)c2)no1,-0.37,-0.58,50.0
Cc1nc(Oc2ccccc2)c2ccccc2n1,0.78,0.78,25.0
Cc1ccc(C)c(-n2cc[nH]c2=S)c1,0.41,0.11,/
O=C(Cc1ccc(Cl)cc1)Nc1ccc(C(=O)N2CCOCC2)cc1,/,/,5.0
COC(=O)C1CCN(S(=O)(=O)c2ccc(OC)cc2)CC1,1.29,1.84,3.3
COc1ccc(N(C)S(=O)(=O)c2ccc3c(c2)oc(=O)n3C)cc1,0.67,0.81,/
CCc1ccc(/C=N/NC(=S)NCCc2ccccc2)cc1,-0.57,0.32,0.0
CCN(CC)C(=O)C1=C(C)Nc2nc3ccccc3n2C1c1cccc(OC)c1 (stereo not given),0.92,0.54,-26.9
COC(=O)c1sc(S(=O)(=O)N2CCCCC2)c(C(=O)OC)c1C,0.45,0.43,/
COc1ccc(C2=NN(C(=O)c3cccs3)C(c3ccc(OC)cc3)C2)cc1 (stereo not given),-0.48,-0.34,/
CCn1c(SCC(=O)Nc2nc3ccc(OC)cc3s2)nnc1-c1ccoc1C,-0.1,-0.1,-15.2
CC12CN3CC(C)(CN(C1)C3c1ccc([N+](=O)[O-])o1)C2=O (stereo not given),/,/,46.7
Cc1cc(-c2ccccc2)nn1-c1nc2c(c(=O)[nH]c(=O)n2C)n1C,1.06,0.93,8.7
COc1ccccc1Nc1nc2nonc2nc1N1CCC(C)CC1,-0.93,-0.46,/
COc1ccccc1NS(=O)(=O)c1cc(NC(=O)CC(C)(C)C)ccc1N1CCOCC1,/,/,66.7
Clc1ccc(-c2csc(NNC3=NCCCCC3)n2)cc1,1.86,3.03,-16.3
CCCn1c(NCc2ccccn2)nc2ccccc21,0.55,0.39,36.8

# Retrieved by structure from the list above:
SMILES,sdo1 growth,sdo1 growth Rescue 24 h,Insulin prom inh
COC(=O)Nc1nc2ccc(-c3n[nH]c(=O)c4ccccc34)cc2[nH]1,1.07,0.55,-56.2
Cc1nc(Oc2ccccc2)c2ccccc2n1,0.78,0.78,25.0
Cc1ccc2c(Cl)cc(Cl)c(OCc3c(C)noc3C)c2n1,-0.23,0.88,32.4
O=C(Cc1ccc(Cl)cc1)Nc1ccc(C(=O)N2CCOCC2)cc1,/,/,5.0

# The main list resumes; the five compounds before the break are reprinted first.
SMILES,sdo1 growth,sdo1 growth Rescue 24 h,Insulin prom inh
Cc1cc(-c2ccccc2)nn1-c1nc2c(c(=O)[nH]c(=O)n2C)n1C,1.06,0.93,8.7
COc1ccccc1Nc1nc2nonc2nc1N1CCC(C)CC1,-0.93,-0.46,/
COc1ccccc1NS(=O)(=O)c1cc(NC(=O)CC(C)(C)C)ccc1N1CCOCC1,/,/,66.7
Clc1ccc(-c2csc(NNC3=NCCCCC3)n2)cc1,1.86,3.03,-16.3
CCCn1c(NCc2ccccn2)nc2ccccc21,0.55,0.39,36.8
COc1cccc(CN(CC(=O)NCC2CCCO2)C(=O)CNS(=O)(=O)c2ccccc2)c1 (stereo not given),/,/,43.8
Cc1ccc(SCc2c(-c3ccccc3)nn(C)c2Cl)cc1,-0.86,-1.29,-32.3
CCCc1nnc(SCCSc2nnc(CCC)n2N)n1N,0.81,-0.01,52.6
Cc1cc(C)cc(Oc2ccccc2/C=C\C(=O)O)c1,0.43,0.25,/
CCCc1cc(=O)[nH]c(SCC(=O)N2CCN(S(=O)(=O)c3ccc4ccccc4c3)CC2)n1,0.42,1.44,/
Clc1ccc(/C=N/Nc2nnc(-c3ncc[nH]3)c3ccccc23)cc1,-0.72,0.36,7.0
O=C1CN=CN=CN1c1ccc(Cl)cc1Cl,0.66,0.63,/
CC(C)(C)C(=O)NC(=S)NNC(=O)c1sc2ccccc2c1Cl,-1.69,-1.04,32.1
CC(=O)C1=C(O)C(=O)N(c2ccc(C)cc2)C1c1ccccn1 (stereo not given),0.44,0.36,-267.4
O=C(OCc1ccccc1)c1cn(-c2ccccc2)nc1-c1ccncc1,-1.95,-1.01,-11.8
Cc1nnc2n(C3CCCCC3)c(=O)c3c4c(sc3n12)COC(C)(C)C4,-1.07,-0.42,-7.7
O=C(NC(=S)NNC(=O)c1cccs1)c1ccco1,0.35,-0.16,8.3
COc1ccc(-c2nsc3c(N4CCCC4)ncnc23)cc1,-0.83,-0.97,57.1
CC1CCN(C(=O)C2CCC(C)(C(=O)O)C2(C)C)CC1 (stereo not given),0.82,1.22,26.7
CCOC(=O)N1CCN(C(=O)CN(c2ccc(Cl)c(C(F)(F)F)c2)S(C)(=O)=O)CC1,-0.76,-1.17,/
O=C(COc1ccccc1)NC(NC(=S)Nc1ccccc1O)C(Cl)(Cl)Cl (stereo not given),0.22,0.38,-25.8
Cc1ccc(NC(=S)Nc2ncccc2C)c(C)c1,-0.78,0.02,/
O=C(COc1ccc(Cl)c(Cl)c1)NN1C(=O)C2C(C1=O)C1C=CC2C12CC2 (stereo not given),/,/,-5.9
COc1ccccc1CNC(=O)CN1C(=O)C(C)N(c2ccc(C)cc2)C1=O (stereo not given),0.38,0.67,28.6
CCn1c(C)cc(/C=C2/NC(=O)N(CC(=O)Nc3cccc(C)c3)C2=O)c1C,-0.77,-0.18,-12.9
COC(C)(C)[C@]12CC(O)(c3ccccc3)ON1[C@H]1CCCCC1N2O (stereo not given in full),-0.33,-0.98,45.5
COCCNC(=O)C1CCCN(c2ncccn2)C1 (stereo not given),1.2,1.65,-90.0
O=C(COC(=O)c1ccccn1)Nc1ccccc1Cl,0.34,-0.12,-16.7
Cc1cc2cc(C(c3nnnn3C(C)(C)C)N(Cc3ccco3)CC3CCCO3)c(=O)[nH]c2cc1C (stereo not given),-1.53,-1.44,20.0
CCC(C)Sc1nc2c(cnn2-c2ccccc2)c(=O)[nH]1 (stereo not given),-0.99,0.23,/
# Additional compounds.
SMILES,sdo1 growth,sdo1 growth Rescue 24 h,Insulin prom inh
CC/C(=N/Nc1ccccc1C)c1cnnc(SC)n1,-0.72,-1.18,30.8
COc1cc(OC)cc(C(=O)NCC(=O)OCC(=O)N2CC(C)CC(C)C2)c1 (stereo not given),/,/,-41.7
c1nnn(C23CC4CC(CC(C4)C2)C3)n1,0.86,1.42,-40.9
O=C(c1ccc(CN2CCOCC2)cc1)N1CCN(c2ccccc2F)CC1,-0.24,-0.46,-14.8
CC(C)(C)C(=O)NC(=S)N1CCCC1,0.55,0.05,-38.7
CC(C)(C)c1ccc(CSc2nnc(-c3ccccc3NC(=O)c3ccccc3)o2)cc1,0.47,0.45,18.5
Cc1noc(N)c1C1(O)C(=O)N(C(C)C)c2ccccc21 (stereo not given),/,/,35.7
COC(=O)c1ccccc1NC(=O)C1CCN(S(C)(=O)=O)CC1,0.34,0.09,37.5
Cc1cc(C(=O)N/N=C/c2ccc(Cl)c([N+](=O)[O-])c2)c(C)n1-c1ccc(F)cc1,-1.06,-0.65,-6.2
COc1ccccc1CCNC(=O)CSc1ccc(-c2ccco2)nn1,/,/,8.3
CSc1n[nH]c(NCc2ccc(Cl)cc2)n1,0.51,-0.09,34.5
Cc1ccccc1-n1c(O)c(/C=C/C=Nc2ccccc2)c(=O)[nH]c1=O,1.07,0.62,-20.0
COc1cc(C=O)ccc1OCCOCCOc1cc(C)ccc1Cl,-0.55,-0.84,16.7
O=[N+]([O-])c1ccc2c(c1)c(-c1ccccc1)nc1nncn12,/,/,-20.0
O=C(NCCCN1CCOCC1)c1cc2cc(Br)ccc2oc1=O,1.08,0.5,7.1
Cc1ccccc1CN(c1ccc(C(=O)N2CCCC2)cc1)S(C)(=O)=O,1.4,0.13,37.5
CCn1c(SCC(=O)N2CCCc3ccccc32)nc2ccccc2c1=O,-1.77,-1.34,27.3
CCOC(=O)c1nnn(-c2nonc2N)c1-c1ccc(OCC)cc1,-0.72,-0.56,0.0
COc1ccc(C2CC(=O)N3CN(c4ccccc4F)CSC3=C2C#N)cc1OC (stereo not given),1.57,1.51,/
CC(=O)Nc1cccc(-c2nc3ccc(NC(C)=O)cc3[nH]2)c1,0.89,1.27,/
O=C(C1CC(c2ccccc2O)=NO1)N1CCCCC1 (stereo not given),2.12,2.78,14.3
Clc1ccc(Cn2ncc3c(NCc4ccccc4)ncnc32)cc1,-1.96,-1.5,-3.2
Cc1ccc(NC(=S)NC2CCN(Cc3ccccc3)CC2)c(C)c1,-0.58,-0.58,-150.0
O=[N+]([O-])c1ccc(-c2cnc(NO)nc2)cc1,1.07,0.58,65.6
CCCOc1ccc(N2C(=O)CC(S/C(N)=N/N=C(\C)c3cccs3)C2=O)cc1 (stereo not given),-0.39,-0.47,37.5
# Later entries
SMILES,sdo1 growth,sdo1 growth Rescue 24 h,Insulin prom inh
CCS(=O)(=O)n1nc(-c2ccc(OC)cc2)nc1N,/,/,-18.5
O=C(NNC1CC(=O)N(c2ccc3c(c2)OCCO3)C1=O)c1ccccc1 (stereo not given),0.27,-0.5,40.0
COc1cccc(C2N(c3ccc(Cl)c(Cl)c3)C(=O)C3CCCN32)c1OC (stereo not given),0.76,-1.41,/
CCOc1cc(/C=C2\SC(=Nc3ccc(F)cc3)N(c3ccc(F)cc3)C2=O)ccc1OCC(=O)O,/,/,13.3
CC(C)C1Oc2ccccc2N(CC(=O)N(Cc2ccccn2)C2CC2)C1=O (stereo not given),0.03,0.49,-242.9
Cc1cccc(Cn2c(N3CCN(c4ccccc4)CC3)nc3c2c(=O)n(C)c(=O)n3C)c1,-0.96,-0.62,-28.1
CCC(=O)Oc1ccc(C(=O)Nc2cccc(C(=O)c3ccccc3)c2)cc1,0.2,0.15,28.6
CCOC(=O)CC(=O)CSc1ccc2nnc(-c3ccc(C)cc3)n2n1,-0.74,-0.49,/
CN1CCN(C(=O)NC2CCCCC2)CC1,0.83,0.2,56.8
Nc1nonc1C(=O)NCCc1ccccc1,1.52,1.32,/
COc1ccc(-n2nc3c(c2NC(=O)c2ccc(Br)cc2)CS(=O)C3)cc1 (stereo not given),1.48,0.92,/
COc1cc(OC)c(C2=NOC(C(=O)O)C2)cc1Cl (stereo not given),1.75,1.48,46.0
O=C1C/C(=C\c2c(F)cccc2Cl)N2CCC1CC2,/,/,17.9
Cc1ccccc1/C=N\NC(=O)c1csnn1,0.36,-0.33,19.5
Cc1ccc(C(=O)NCC(=O)OCC(=O)NC2CCS(=O)(=O)C2)cc1C (stereo not given),0.97,0.86,-46.4
COc1ccc(C)cc1NC(=O)CNC(=O)Cn1ccc2ccccc2c1=O,-0.23,-1.26,-5.4
CC(CN1CCOCC1)C(=O)O (stereo not given),-0.68,-1.16,20.8
COc1ccc(C(=O)Nc2ccc([N+](=O)[O-])cn2)c(OC)c1,-0.39,0.57,8.8
Cc1cc(=O)oc2cc(OCC(=O)OCC(=O)Nc3ccccc3F)ccc12,/,/,0.0
CCCCC(=O)N1CCCC(c2nc3c(nnn3Cc3cc(C)ccc3C)c(=O)[nH]2)C1 (stereo not given),1.29,1.4,-38.7
CCOc1ccc(NC(=O)CS(=O)(=O)c2cn(C)c3ccccc23)cc1,-0.22,-0.73,/
Cc1cc2c3c(ccc(C)c3n1)N=CN2c1ccccc1,0.13,0.21,80.8*
COCCCNC(=O)/C(C#N)=C/c1cccc(NC(=O)c2ccccc2Cl)c1,-1.31,-1.57,-10.2
CCC1C(=O)N=C(SCC(=O)Nc2ccc(S(N)(=O)=O)cc2)NC1=O (stereo not given),/,/,5.6
COc1ccc2ccccc2c1C(=O)/C=C\c1ccoc1,-1.03,-0.28,78.6*

# Full records, looked up by structure. Order of values: sdo1 growth	sdo1 growth Rescue 24 h	Insulin prom inh
# Record of `CC(CN1CCOCC1)C(=O)O` (stereo not given) → -0.68	-1.16	20.8
# Record of `COc1ccc2ccccc2c1C(=O)/C=C\c1ccoc1` → -1.03	-0.28	78.6*

# (continued)
SMILES,sdo1 growth,sdo1 growth Rescue 24 h,Insulin prom inh
CCOC(=O)c1cc(-c2ccc(F)cc2)n(CC(=O)NCc2cccnc2)c1C,/,/,35.7
O=C(COC(=O)C1CCCCC1C(=O)N1CCc2ccccc21)NCc1ccco1 (stereo not given),-0.66,0.5,/
Cc1cc(C)n2c(SCC(=O)NC3CCCC(C)C3C)nnc2n1 (stereo not given),/,/,-16.7
C=C(C)c1cccc(C(C)(C)NC(=O)Nn2cnnc2)c1,-0.25,-0.23,-42.9
CC(C)OC(=O)c1cccc(C(=O)Oc2ccc(Br)cc2)n1,0.02,-0.73,2.6
CN1CCN(C(=O)c2ccccc2N(Cc2ccccc2)S(=O)(=O)c2ccccc2)CC1,0.3,0.44,-46.5
O=C(C(Sc1ccccc1)c1ccccc1)N1CCN(c2ccccc2)CC1 (stereo not given),-0.75,0.19,-30.8

# Source: PubChem BioAssay
